APJ antagonist: blocks the human apelin receptor APJ; CHO-K1 APJ beta-arrestin complementation, luminescence; inhibition, % at 20 µM; 330,000 compounds, 0.32% hits;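 active = inhibition above about 40% at 20 µM, limit read from the data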;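 also: cells challenged with 10 nM apelin-13 agonist together with compound; plate controls were apelin-13 plus DMSO wells for no effect and DMSO wells lacking apelin-13 for full effect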
UBC13 inh: human UBC13 polyubiquitination inhibition; UBC13 polyubiquitin chain formation, TR-FRET; inhibition, % at 20 µM; 330,000 compounds, 0.47% hits; AID 485273; in the data active = inhibition above about 45%, passing the limit was not always enough
Target sequence (P61088 whole entry, looked up): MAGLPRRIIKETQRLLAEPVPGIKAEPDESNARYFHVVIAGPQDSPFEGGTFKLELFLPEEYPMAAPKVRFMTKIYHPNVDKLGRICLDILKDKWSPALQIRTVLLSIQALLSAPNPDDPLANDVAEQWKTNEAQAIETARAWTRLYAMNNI
APJ ag: agonists of human APJ apelin receptor. CHO-K1 APJ PathHunter beta-arrestin, luminescence; 0% DMSO wells, 100% apelin. activation, % at 20 µM. 330,000 compounds, 0.11% hits;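 active = activation more than six SD over the plate average, tested at 20 µM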;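 also: 0% = DMSO alone and 100% = apelin-13 at 10 nM; some results filed as inactive read as strong as hits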
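Material: engineered CHO-K1 APJ arrestin reporter cells; amount: 1000 CHO-K1 reporter cells seeded per well; incubation: compound stimulation 90 min at 25 °C, detection 60 min; signal: luminescent beta-gal fragment complementation, chemiluminescent substrate; read-out basis: APJ agonist activity; controls: DMSO-only wells as negative, 10 nM Apelin-13 as positive control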
EBI2 block: antagonists of human EBI2 receptor | P32249 | EBI2 beta-arrestin recruitment, luminescence, 7a,25-OHC stimulated | inhibition, % at 5 µM | 360,000 compounds, 0.81% hits | AID 651636; in the data active = inhibition above about 38%;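 also: enzyme fragment complementation signal reports receptor beta-arrestin coupling in cells; 0% = agonist plus DMSO wells and 100% = wells without agonist; some results beyond the cut were filed as inactive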
Target sequence (P32249 whole entry, looked up, the tested form may be a part): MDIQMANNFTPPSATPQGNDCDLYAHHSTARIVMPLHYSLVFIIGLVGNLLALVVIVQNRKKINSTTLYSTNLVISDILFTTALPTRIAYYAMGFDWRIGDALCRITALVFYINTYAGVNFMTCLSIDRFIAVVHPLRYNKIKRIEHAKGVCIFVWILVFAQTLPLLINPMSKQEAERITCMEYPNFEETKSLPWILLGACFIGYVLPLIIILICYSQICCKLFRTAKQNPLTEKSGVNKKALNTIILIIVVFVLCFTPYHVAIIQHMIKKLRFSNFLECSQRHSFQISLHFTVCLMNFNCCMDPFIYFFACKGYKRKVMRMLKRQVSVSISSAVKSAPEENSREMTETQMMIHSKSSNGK
CXCR6 block: inhibitors of human CXCR6 receptor; O00574; CHO-K1 PathHunter CXCR6 beta-arrestin, luminescence; inhibition, % at 20 µM; 360,000 compounds, 0.36% hits; in the data active = inhibition above about 34%, passing the limit was not always enough;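 also: antagonist mode with CXCL16 agonist at 10 nM final; 0% = 10 nM CXCL16 with DMSO and 100% = unstimulated wells without agonist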
Target sequence (O00574 whole entry, looked up): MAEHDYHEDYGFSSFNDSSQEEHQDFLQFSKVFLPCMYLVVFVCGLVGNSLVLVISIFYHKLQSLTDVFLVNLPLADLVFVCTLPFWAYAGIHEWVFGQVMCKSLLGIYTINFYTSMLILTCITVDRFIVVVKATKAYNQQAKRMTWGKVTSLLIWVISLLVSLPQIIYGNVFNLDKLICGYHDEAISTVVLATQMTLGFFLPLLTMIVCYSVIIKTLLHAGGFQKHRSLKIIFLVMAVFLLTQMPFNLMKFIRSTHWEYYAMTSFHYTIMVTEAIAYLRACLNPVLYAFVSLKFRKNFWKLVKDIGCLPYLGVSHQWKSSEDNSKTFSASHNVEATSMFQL
ATG4B inh: ATG4B (human) cysteine protease inhibition; ATG4B cleavage of LC3-PLA2, NBD-HPC fluorescence, 1 h; inhibition, % at 8.33 µM; 340,000 compounds, 0.51% hits; in the data active = inhibition above about 40%
Gli-Sufu antag: Gli-Sufu pathway antagonism. Sufu-KO-LIGHT fibroblasts, Gli luciferase reporter luminescence. inhibition, % at 5 µM. 340,000 compounds, 0.74% hits. AID 588413;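 active = inhibition above about 55%, limit read from the data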;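 also: 0% = DMSO-treated cells and 100% = wells with medium but no cells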
CCR6 antag: CCR6 (human) receptor antagonism | AID 493098 | CHO-K1 CCR6 PathHunter beta-arrestin, luminescence, CCL20-stimulated | 340,000 compounds, 0.49% hits | inhibition, % at 20 µM;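 active = compounds whose inhibition of the agonist-driven luminescence signal at 20 µM reaches about 50%, limit read from the data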;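 also: cells stimulated with CCL20 at 14 nM final; plate controls were DMSO with CCL20 for no effect and DMSO without agonist for full effect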
* marks the source's active call; other numbers are inactive results; x = no result given.

1: CCc1c(C)sc(NC(=S)NC(C)C2CCCO2)c1C(=O)OC (centres undefined)
2: CCOc1cccc(C(=O)NNC(=O)C2C3C=CC(C3)C2C(=O)O)c1 (centres undefined)
3: CC1Cc2ccccc2N1C(=O)CNc1cccc(S(=O)(=O)N2CCCC2)c1 (centres undefined)
4: CN(C)S(=O)(=O)c1ccc(N2CCCC2)c(C(=O)NCC2COc3ccccc3O2)c1 (centres undefined)
5: O=C(CCN1C(=O)c2ccccc2C1=O)Nc1cccc(O)c1
6: Cn1cc(P(=S)(N2CCOCC2)N2CCOCC2)cc1P(=O)(N1CCOCC1)N1CCOCC1
compound no.,1,2,3,4,5,6
APJ antagonist,-17,2,-36,-2,-11,1
UBC13 inh,14,0,-11,-2,3,-4
APJ ag,-4,5,5,-2,-5,-4
EBI2 block,7,-10,2,1,-5,-5
CXCR6 block,-23,1,-4,3,-8,-1
ATG4B inh,-9,6,-2,1,3,2
Gli-Sufu antag,11,-6,1,3,6,-4
CCR6 antag,15,10,13,17,8,14

Complete entries as entered above:
CN(C)S(=O)(=O)c1ccc(N2CCCC2)c(C(=O)NCC2COc3ccccc3O2)c1 (centres undefined) in the list: APJ antagonist: -2; UBC13 inh: -2; APJ ag: -2; EBI2 block: 1; CXCR6 block: 3; ATG4B inh: 1; Gli-Sufu antag: 3; CCR6 antag: 17
CCc1c(C)sc(NC(=S)NC(C)C2CCCO2)c1C(=O)OC (centres undefined) in the list: APJ antagonist: -17; UBC13 inh: 14; APJ ag: -4; EBI2 block: 7; CXCR6 block: -23; ATG4B inh: -9; Gli-Sufu antag: 11; CCR6 antag: 15

Further entries follow:
7: O=C(NC12CC3CC(CC(C3)C1)C2)c1ccc(-c2cccc(Cl)c2)o1
8: CCc1ccc(OCCNc2cc(N3CCNC(C)C3)ccc2[N+](=O)[O-])cc1 (centres undefined)
9: COCC(C)NC(=O)C1CCN(S(=O)(=O)c2ccc3ccccc3c2)CC1 (centres undefined)
10: CC(=O)Nc1cccc(/C(C)=N\NC(=O)c2ccc(Cn3nc([N+](=O)[O-])c(Cl)c3C)o2)c1
11: CCN(CCCNC(=O)C1CCN(S(=O)(=O)N2CCOCC2)CC1)c1cccc(C)c1
12: CCc1c(C(=O)NC2CCCc3ccccc32)[nH]c(C)c1C(C)=O (centres undefined)
compound no.,7,8,9,10,11,12
APJ antagonist,5,2,-11,-1,-11,-10
UBC13 inh,2,68*,-6,-4,0,-2
APJ ag,0,6,9,-4,-3,0
EBI2 block,35,1,-3,-4,-1,5
CXCR6 block,10,3,-7,4,-4,5
ATG4B inh,-2,3,-4,4,-13,3
Gli-Sufu antag,-5,12,-9,3,-1,10
CCR6 antag,8,35,3,5,8,-1

13: Cc1cc2cc(CNC(=O)c3ccc4c(c3)OCO4)ccc2n1C
14: CCc1cccc(C)c1NC(=S)N(CCN(C)C)C(C)c1ccco1 (centres undefined)
15: COc1ccc(CN(CC2CCC(C(=O)O)CC2)C(=S)Nc2cc(C)ccc2C)cc1 (centres undefined)
16: COCCOn1c(SCCOC)nc2ccccc2c1=O
17: O=C1/C(=C/c2cccs2)Cc2ccccc21
18: COCC(C)(C)COS(N)(=O)=O
compound no.,13,14,15,16,17,18
APJ antagonist,-10,-15,x,10,-2,-40
UBC13 inh,7,1,x,4,2,-9
APJ ag,5,-1,x,-1,-2,-1
EBI2 block,-4,8,-5,-1,4,-3
CXCR6 block,6,10,1,-12,7,-6
ATG4B inh,12,1,3,-1,30,4
Gli-Sufu antag,4,0,5,-7,-9,-4
CCR6 antag,-5,8,10,14,7,4

19: Cc1cccc(OCC(=O)N(C)CC(=O)Nc2cccc(F)c2)c1C
20: CN1C(=O)C(Cc2cnc[nH]2)NC1=S (centres undefined)
21: Cc1ccc(/C=C/C(=O)OCC(=O)Nc2cccc(S(=O)(=O)N(C)C)c2)o1
22: CCN(c1ccccc1)S(=O)(=O)c1ccc(OC)c(NC(=O)CN(C)C)c1
23: CCOC(=O)N1CCN(C(=O)c2nc3ccccc3s2)CC1
24: Cc1ccc(S(=O)(=O)CCC(=O)OCC(=O)NCCc2ccccc2)cc1
compound no.,19,20,21,22,23,24
APJ antagonist,12,23,2,8,8,17
UBC13 inh,9,41,-2,-2,-8,-3
APJ ag,-6,-3,0,0,1,3
EBI2 block,-11,6,-10,-19,23,-4
CXCR6 block,5,-30,5,-3,8,0
ATG4B inh,-6,3,26,-8,-4,2
Gli-Sufu antag,2,0,0,-24,-5,-5
CCR6 antag,7,10,10,11,0,4

25: COc1cccc(C(=O)CN2CCN(S(=O)(=O)c3cccc([N+](=O)[O-])c3)CC2)c1
26: CC(NC(=O)COC(=O)CNC(=O)c1ccccc1Cl)C1CC2CCC1C2 (centres undefined)
27: O=C(CO)C(O)C(O)C(O)CO (centres undefined)
28: COc1ccc(-n2c3nc4ccccc4nc3c3c(=N)oc(C)nc32)cc1
29: O=C1C=C(c2ccc(Cl)c(C(F)(F)F)c2)C[C@@H](c2ccc3c(c2)OCO3)C1
30: CC1CCCCN1CCNC(=O)c1cnn2ccccc12 (centres undefined)
compound no.,25,26,27,28,29,30
APJ antagonist,-4,4,12,-2,3,-72
UBC13 inh,10,9,-10,-9,-10,8
APJ ag,1,4,-4,-3,-1,-3
EBI2 block,11,-8,3,5,0,-3
CXCR6 block,-6,0,-3,9,4,-4
ATG4B inh,-6,2,0,-3,7,-5
Gli-Sufu antag,-4,12,-8,8,0,4
CCR6 antag,16,-2,-6,-3,9,-20

31: O=[N+]([O-])c1ccccc1S(=O)(=O)N1CCCc2ccccc21
32: O=[N+]([O-])c1ccc(CSc2ccc(-c3ccccn3)nn2)cc1
33: COc1ccc(Cl)cc1NC(=O)CN(C)C(=O)Cc1n[nH]c(=O)c2ccccc12
34: O=C(O)CN1CCN(Cc2ccc(F)cc2Cl)C1=O
35: Cc1cc(C)nc(NS(=O)(=O)c2ccc(NC(=O)c3ccc4c(c3)OCCO4)cc2)n1
36: COc1ccc(/C=N/N=C2/NC(=O)C(CC(=O)NC(N)=O)S2)cc1 (centres undefined)
compound no.,31,32,33,34,35,36
APJ antagonist,-14,5,28,-2,1,13
UBC13 inh,-4,-20,1,17,-5,5
APJ ag,3,-2,-9,-3,-3,-1
EBI2 block,2,15,4,-2,-5,3
CXCR6 block,5,-1,-1,-12,-6,-3
ATG4B inh,8,35,-3,6,8,5
Gli-Sufu antag,-2,-13,3,8,-3,-39
CCR6 antag,17,7,2,-15,4,2

Quoted from the entries so far for reference:
33: COc1ccc(Cl)cc1NC(=O)CN(C)C(=O)Cc1n[nH]c(=O)c2ccccc12
34: O=C(O)CN1CCN(Cc2ccc(F)cc2Cl)C1=O
35: Cc1cc(C)nc(NS(=O)(=O)c2ccc(NC(=O)c3ccc4c(c3)OCCO4)cc2)n1
36: COc1ccc(/C=N/N=C2/NC(=O)C(CC(=O)NC(N)=O)S2)cc1 (centres undefined)
compound no.,33,34,35,36
APJ antagonist,28,-2,1,13
UBC13 inh,1,17,-5,5
APJ ag,-9,-3,-3,-1
EBI2 block,4,-2,-5,3
CXCR6 block,-1,-12,-6,-3
ATG4B inh,-3,6,8,5
Gli-Sufu antag,3,8,-3,-39
CCR6 antag,2,-15,4,2

Additional results follow:
37: CCOc1ccc(NC(=O)N(c2ccccc2)c2ccccc2)cc1
38: COc1cc(/C=C2/S/C(=N/S(=O)(=O)c3ccccc3)NC2=O)c([N+](=O)[O-])cc1OC
39: COc1ccc(/C=N/c2oc(-c3ccccc3)cc2C#N)cc1OC
40: Cc1cc(-c2ccco2)n(CC(=O)NCc2ccccc2)n1
41: CCOc1ccc(NC(=O)CNC(=O)c2ccc([N+](=O)[O-])cc2)cc1
42: COC(=O)c1cc(NC(=S)N2CCN(C(=O)C3CCCO3)CC2)cc(C(=O)OC)c1 (centres undefined)
compound no.,37,38,39,40,41,42
APJ antagonist,19,-4,1,-18,-23,11
UBC13 inh,-4,-13,0,-10,17,-5
APJ ag,-5,-2,-7,-4,2,-3
EBI2 block,-6,8,-16,-3,5,-8
CXCR6 block,-1,-2,-1,10,-7,-5
ATG4B inh,-9,-13,-10,10,0,-4
Gli-Sufu antag,-5,2,-3,-1,3,-6
CCR6 antag,9,18,-3,-6,-6,12

43: CC1=NOC(=O)/C1=C\c1ccccc1
44: COC(=O)C1=C(C)N(Cc2ccccc2)C(=NCC(C)C)N[C@H]1c1cccc(C(F)(F)F)c1
45: Cc1nn(C(C)C(=O)O)c(C)c1[N+](=O)[O-] (centres undefined)
46: Nc1ccn(-c2ccccc2)c(=O)c1
47: CC(C)CN(C(=O)CSc1nn(-c2ccc(Cl)cc2)c(=S)s1)C1CCS(=O)(=O)C1 (centres undefined)
48: COc1cccc(Cn2c(=O)oc3ccccc32)c1
compound no.,43,44,45,46,47,48
APJ antagonist,-4,34,-6,20,5,11
UBC13 inh,-1,72*,-3,5,2,7
APJ ag,1,-2,0,-2,-5,0
EBI2 block,-9,-14,2,1,-2,0
CXCR6 block,-2,-8,4,9,-2,7
ATG4B inh,0,-6,6,-8,22,3
Gli-Sufu antag,3,14,0,21,7,-20
CCR6 antag,-1,10,13,3,-3,5

49: Cc1ccc(CNC(=O)Cc2ccc(-n3c(=O)[nH]c4ccsc4c3=O)cc2)cc1
50: Cc1nsc(N)c1C(=O)O
51: COc1ccc(C(=O)CSc2cc(C)nc(SCC(=O)c3ccc(C)cc3)n2)cc1
52: O=C(CCc1ccccc1Cl)Nc1cccc(S(=O)(=O)N2CCCC2)c1
53: COc1ccc(-n2nnnc2-c2cccc(OC)c2)cc1
54: O=C(CC1(O)C(=O)N(CN2CCOCC2)c2ccccc21)c1ccccc1 (centres undefined)
compound no.,49,50,51,52,53,54
APJ antagonist,2,5,12,-19,0,9
UBC13 inh,2,11,0,-3,-13,-3
APJ ag,0,-4,1,1,-6,-7
EBI2 block,5,-1,33,4,-19,4
CXCR6 block,2,6,12,-4,-5,0
ATG4B inh,-1,-7,-15,28,-4,-4
Gli-Sufu antag,-8,10,3,3,11,5
CCR6 antag,12,0,-4,1,0,3

55: COc1cc2cnc(-c3ccccc3)cc2cc1OC
56: O=C1/C(=C/c2ccco2)CCc2ccccc21
57: Cc1cc(NC(=O)COC(=O)C2CC(=O)N(c3cccc(C)c3C)C2)no1 (centres undefined)
58: Cc1cc(C)c(C#N)c(SCc2cn3ccccc3n2)n1
59: COc1ccc(Nc2nc(C(F)(F)F)nc(C)c2C#N)cc1
compound no.,55,56,57,58,59
APJ antagonist,13,10,19,20,-1
UBC13 inh,4,-15,4,-1,0
APJ ag,-2,1,-2,-1,-3
EBI2 block,14,5,-9,-6,-15
CXCR6 block,-2,-4,2,-11,-3
ATG4B inh,-15,21,-4,-2,8
Gli-Sufu antag,-8,-8,21,-6,-2
CCR6 antag,9,16,5,5,-7

Screens (PubChem BioAssay)
